# Assay outcomes as filed in PubChem BioAssay.
# EP2 modulator – modulators of human EP2 prostaglandin E2 receptor; 0.83% of 260,000 active; P43116; induction, % at 25 µM; EP2-expressing cells, cAMP HTRF FRET, PGE2 co-stimulation;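 active means compounds whose cAMP rise, as percent of the full-agonist control response, exceeds 60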;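 further: rat C6 glioma line stably carrying human EP2 under a CMV promoter; the protocol text gives 20 µM as final concentration; 100% = response of wells given 1 µM PGE2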
# Target sequence (P43116 whole entry, looked up): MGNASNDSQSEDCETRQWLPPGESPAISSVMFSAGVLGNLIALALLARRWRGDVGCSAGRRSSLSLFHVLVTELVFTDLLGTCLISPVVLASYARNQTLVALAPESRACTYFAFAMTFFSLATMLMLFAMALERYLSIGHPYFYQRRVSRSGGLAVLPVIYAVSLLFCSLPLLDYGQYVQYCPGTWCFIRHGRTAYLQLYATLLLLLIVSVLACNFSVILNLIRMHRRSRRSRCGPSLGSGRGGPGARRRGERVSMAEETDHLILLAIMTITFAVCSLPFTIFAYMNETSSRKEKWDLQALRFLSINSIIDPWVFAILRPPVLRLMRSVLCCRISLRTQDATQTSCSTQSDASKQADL
# EP2 antag – blocks the human prostaglandin E2 receptor EP2; P43116; C6 glioma cells expressing human EP2, cAMP TR-FRET; cells stimulated with saturating PGE2; inhibition, % at 25 µM; 0.52% of 260,000 active;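 active means percent inhibition above 40 after rounding to a whole number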;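 further: rat C6 glioma host cells with rolipram phosphodiesterase inhibitor present; the protocol text gives 20 µM as final concentration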
# * = called active by the depositor.
# Every second line gives: EP2 modulator	EP2 antag
- CCn1c(C(CC(C)C)NC(=O)Cc2ccccc2F)nc2cccnc21 (stereo unspecified)
  7	7
- CCCC(c1nnnn1C(C)(C)CC)N(Cc1cc2c(C)cc(C)cc2[nH]c1=O)C1CCCCC1 (stereo unspecified)
  -5	13
- Cc1ccc2cc(C)c3nnc(SCC(=O)Nc4c(C)cccc4C)n3c2c1
  -17	18
- Cc1cc(C)nc(NCc2ccco2)n1
  9	8
- COc1ccc(-c2cc(C(F)(F)F)nc(SCCC(=O)NCc3cnn(C)c3C)n2)cc1
  -24	15
- COc1ccc(CCNC(=O)CN2c3cccc4cccc(c34)S2(=O)=O)cc1OC
  -110	10
- CCOc1cccc(/C(O)=C2/C(=O)C(=O)N(CCCOC)C2c2ccncc2)c1 (stereo unspecified)
  14	5
- CCC(=O)Nc1ccc2c(c1)C(=O)OC2
  -16	10
- O=C(CSc1nnc(-c2ccco2)n1Cc1ccco1)Nc1cccc(F)c1
  -1	8
- CC(=O)N1CCN(c2ccccc2N)CC1
  -45	8
- O=C(CSc1nnc(-c2ccncc2)o1)Nc1ccc(Cl)cn1
  7	9
- COc1ccc(Cl)cc1NC(=O)C1=C(C)NC(=S)NC1c1cccc(OC)c1OC (stereo unspecified)
  -2	12
- COc1ccc(OC)c(CC(=O)NCc2nc(-c3cccnc3)n[nH]2)c1
  1	7
- CCc1nc(C)cn1S(=O)(=O)c1cc(OC)c(Cl)cc1OC
  -40	7
- O=C(O)[C@@H](S)[C@H](S)C(=O)O
  19	9

# Additional compounds:
# Every second line gives: EP2 modulator	EP2 antag
- CCCNS(=O)(=O)c1ccc(OCC(=O)N2CCCCCC2)cc1
  1	10
- Cc1ccc(-c2nnc(SCC(=O)N3c4ccccc4CC3C)o2)cc1 (stereo unspecified)
  -1	10
- COC(=O)Cc1[nH]nc2c1C(c1ccc(F)cc1F)C(C#N)=C(N)O2 (stereo unspecified)
  -13	13
- CCCC(=O)N(Cc1ccccc1)Cc1nc2sc3c(c2c(=O)[nH]1)CCCC3
  15	14
- CCOCCCN(C(=O)Cc1cccs1)C(C(=O)NC1CCCC1)c1ccc(F)cc1 (stereo unspecified)
  30	10
- CN1C(=O)SC(Nc2ccc(F)c(Cl)c2)C1=O (stereo unspecified)
  -33	5
- Cc1cc(-c2cc(N)c(=O)n(CC(=O)N3CCCC(C)C3)n2)c(C)o1 (stereo unspecified)
  -58	6
- CC(=O)NC1C(=O)Nc2ccc(F)cc21 (stereo unspecified)
  6	11
- O=c1[nH]cnc2c1ncn2C1O[C@H](CO)[C@@H](O)[C@H]1O (stereo partly specified)
  -5	8
- CC1CCCC(C)N1C(=O)CSc1ncccc1-c1nc2ccccc2[nH]1 (stereo unspecified)
  18	5
- COc1ccccc1NC(=O)CSc1nnnn1-c1ccc(C)c(C)c1
  -77	6
- COc1ccc(-c2nnc(SCC(=O)Nc3cccc4ccccc34)n2C)cc1
  -115	10
- COC(=O)c1c(NC(=O)c2ccc(F)cc2)sc(C(=O)N2CCOCC2)c1C
  -15	9
- COc1cc(OC)c2c(=O)c(-c3ccc4c(c3)OCO4)coc2c1
  6	10
- Cc1cc(OCC(=O)NNC(=O)c2cccs2)ccc1Br
  -40	14

# Next part.
# Every second line gives: EP2 modulator	EP2 antag
- O=C(NCCc1ccc(Cl)cc1)c1ncoc1-c1cccs1
  -53	14
- Cc1cc(C)c2[nH]c(=O)c(CN(Cc3cccs3)Cc3nnnn3CC3CCCO3)cc2c1 (stereo unspecified)
  8	9
- C=CCn1c(=O)c(C(=O)Nc2ccccc2Br)c(O)c2ccccc21
  5	4
- O=C(CSc1nnc(NC(=O)c2ccccc2)s1)NC1CCCC1
  20	11
- CCOc1ccc2nc(SCC(=O)N(C)C3CCCCC3)c(C#N)cc2c1
  4	7
- COc1ccccc1C1(NC(=O)Cn2c(C)nc3ccccc32)CCCC1
  -28	5
- O=C(Cc1ccc(Cl)cc1)Nc1nnc(C(F)(F)F)s1
  -18	14
- C[n+]1ccc(/C=C2/Sc3ccccc3N2CCCS(=O)(=O)[O-])cc1
  7	7
- CC(C)c1c(O)ccc2c1CCC1[C@@](C)(CO)CCC[C@]21C (stereo partly specified)
  -5	7
- CCOC(=O)c1cnc2c(C)c(C)ccc2c1NCCO
  -23	11
- COc1ccc(Cl)cc1NC(=O)CN1CCN(c2ccccc2C)CC1
  17	12
- NC(=O)CS(=O)C[C@H](N)C(=O)O (stereo partly specified)
  17	16
- CC(=O)[C@@]1(O)CCC2C3C[C@H](C)C4=CC(=O)C=CC4(C)[C@@]3(F)[C@@H](O)C[C@@]21C (stereo partly specified)
  13	12
- CCOc1ccc2nc(SCC(=O)Nc3ccc(N(C)C)cc3)c(C#N)cc2c1
  -36	7
- Cc1ccc(S(=O)(=O)N(Cc2cc3cccc(C)c3[nH]c2=O)C2CCCC2)cc1
  5	12

# The listing continues:
# Every second line gives: EP2 modulator	EP2 antag
- COc1ccc(C(=O)Nc2cccc(Cl)c2N2CCOCC2)cc1OC
  33	5
- COc1ccc(C2CC(c3ccccc3)=NN2C(=O)CCC(=O)O)c(OC)c1 (stereo unspecified)
  -156	11
- CCC(C)(C)n1nnnc1CN1CCN(C2CCCCC2)CC1
  -19	11
- CCOC(=O)Cc1csc(NC(=O)CSc2nnc3c(C)cc4ccc(OC)cc4n23)n1
  -18	11
- CCCC(=O)N1CCN(c2ccc(NC(=O)c3cc(OC)c(OC)c(OC)c3)cc2)CC1
  5	7
- CCn1c(SCC(=O)Nc2ccc(NC(C)=O)cc2)nnc1-c1ccccc1
  -8	13
- O=C(O)CN(CCN(CC(=O)O)CC(=O)O)CC(=O)O.[Cu+2]
  10	9
- Cc1ccc2c(c1)C(O)CC1(CCN(CC(O)c3c[nH]c4cc(C)ccc34)CC1)O2 (stereo unspecified)
  -97	9
- O=C(CN1C(=O)c2ccccc2S1(=O)=O)Nc1cccc(Cl)c1Cl
  -53	8
- COC(=O)c1ccc(NC(=O)CSc2nnc3c(C)cc4ccc(C)cc4n23)cc1
  -42	10
- CCn1c(Cc2ccccc2)nnc1SCC(=O)Nc1sc2c(c1C#N)CCCC2
  35	8
- CC(=O)C1CC(CC(=O)N[C@H](C)Cn2nnc3ccccc32)C1(C)C (stereo partly specified)
  -31	5
- COc1ccc(-c2cc(C(F)(F)F)nc(SCCC(=O)NC(C)C)n2)cc1
  -55	7
- Cc1cc2cc3c(cc2n2c(SCC(=O)NNC(=O)C(C)C)nnc12)OCCO3
  -7	14
- Cc1cc(C)c2cc(CN(Cc3ccc4c(c3)OCO4)S(=O)(=O)c3ccccc3)c(=O)[nH]c2c1
  -24	9

# The listing continues:
# Every second line gives: EP2 modulator	EP2 antag
- COc1cc2cc(CN(Cc3cccs3)Cc3nnnn3C3CCCC3)c(=O)[nH]c2cc1OC
  10	14
- O=C(c1ccc(Cl)cc1Cl)N1CCc2ccccc21
  37	12
- O=C(NC1CCCC1)C(c1ccc(F)cc1)N(C(=O)c1ccc2c(c1)OCCO2)C1CCCC1 (stereo unspecified)
  23	6
- CC1CCN(c2nc3c(c(=O)[nH]2)CN(Cc2ccccc2)CC3)CC1
  -48	3
- C=Cn1ncc(CN(C)Cc2nc3ccccc3[nH]2)c1C
  -50	7
- COc1ccc(-c2nnn(CC(=O)c3ccc4c(c3)OCCO4)n2)cc1
  -58	13
- Cc1cc(C)cc(N(C(=O)c2ccccn2)C(C(=O)NC2CCCCC2)c2ccncc2)c1 (stereo unspecified)
  -8	16
- CC1(C(=O)Nc2ccccc2F)Cc2ccccc2C(=O)O1 (stereo unspecified)
  -44	1
- CC1(C)CC(=O)C2=C(C1)OC(N)=C(C#N)C2c1cn(Cc2ccccc2F)c2ccccc12 (stereo unspecified)
  44	6
- CCC(CN1CCOCC1)NC(=O)Cc1ccc(S(N)(=O)=O)cc1 (stereo unspecified)
  -5	3
- Cc1nc([N+](=O)[O-])c(SCC(=O)NN)n1Cc1ccccc1
  0	10
- CC(=O)c1ccc(N2CCN(C(C)=O)C(C)C2)c(F)c1 (stereo unspecified)
  -6	21
- CCc1c(C)sc2ncn(C3CCN(CCC(N)=O)CC3)c(=O)c12
  -214	5
- Cc1csc(NC(=O)c2c(-c3ccccc3)noc2C)n1
  -4	15
- Cc1ccc(NCc2nnc(SCC(=O)N3CCOCC3)o2)c(C)c1
  -16	3

# A section from the list above, for reference:
# Every second line gives: EP2 modulator	EP2 antag
- COc1cc2cc(CN(Cc3cccs3)Cc3nnnn3C3CCCC3)c(=O)[nH]c2cc1OC
  10	14
- O=C(c1ccc(Cl)cc1Cl)N1CCc2ccccc21
  37	12
- O=C(NC1CCCC1)C(c1ccc(F)cc1)N(C(=O)c1ccc2c(c1)OCCO2)C1CCCC1 (stereo unspecified)
  23	6
- CC1CCN(c2nc3c(c(=O)[nH]2)CN(Cc2ccccc2)CC3)CC1
  -48	3
- C=Cn1ncc(CN(C)Cc2nc3ccccc3[nH]2)c1C
  -50	7
- COc1ccc(-c2nnn(CC(=O)c3ccc4c(c3)OCCO4)n2)cc1
  -58	13
- Cc1cc(C)cc(N(C(=O)c2ccccn2)C(C(=O)NC2CCCCC2)c2ccncc2)c1 (stereo unspecified)
  -8	16
- CC1(C(=O)Nc2ccccc2F)Cc2ccccc2C(=O)O1 (stereo unspecified)
  -44	1
- CC1(C)CC(=O)C2=C(C1)OC(N)=C(C#N)C2c1cn(Cc2ccccc2F)c2ccccc12 (stereo unspecified)
  44	6
- CCC(CN1CCOCC1)NC(=O)Cc1ccc(S(N)(=O)=O)cc1 (stereo unspecified)
  -5	3
- Cc1nc([N+](=O)[O-])c(SCC(=O)NN)n1Cc1ccccc1
  0	10
- CC(=O)c1ccc(N2CCN(C(C)=O)C(C)C2)c(F)c1 (stereo unspecified)
  -6	21
- CCc1c(C)sc2ncn(C3CCN(CCC(N)=O)CC3)c(=O)c12
  -214	5
- Cc1csc(NC(=O)c2c(-c3ccccc3)noc2C)n1
  -4	15
- Cc1ccc(NCc2nnc(SCC(=O)N3CCOCC3)o2)c(C)c1
  -16	3

# (cont.)
# Every second line gives: EP2 modulator	EP2 antag
- Oc1ccc(-c2[nH]ncc2CN(Cc2cccc(F)c2)CC2CCCO2)cc1 (stereo unspecified)
  -15	1
- O=C(Nc1ccc2c(c1)CCC2)C1CCN(S(=O)(=O)Cc2ccccc2)CC1
  -5	7
- O=C(CN1CCC(C(=O)c2ccccc2)CC1)NCc1cccs1
  0	11
- COc1ccc(C2(C(F)(F)F)NC(=O)C3=C(CC(C)(C)CC3=O)O2)cc1 (stereo unspecified)
  -6	4
- CCOc1ccccc1Nc1c2c(nc3ncnn13)CCC2
  7	6
- Cc1ccc(NC(=O)C2Cc3ccccc3CN2S(=O)(=O)c2cccs2)cc1 (stereo unspecified)
  23	9
- OC(CN1CCC2(CC1)CC(O)c1cc(Cl)ccc1O2)c1ccc(F)c(F)c1 (stereo unspecified)
  -70	4
- COc1ccc(Cl)cc1N(CC(=O)NCc1ccncc1)S(=O)(=O)c1ccccc1
  0	7
- Cc1cc(NC(=O)CSc2nnnn2-c2ccc(F)cc2)no1
  -35	11
- COC(=O)C1=C(C)NC2=C(C(=O)CC(c3ccc(OC)c(OC)c3)C2)C1c1c(F)cccc1Cl (stereo unspecified)
  6	6
- CCn1c(C)nnc1SCC(=O)Nc1ccc(Br)cc1
  -2	6
- COc1ccc(N2CC(C(=O)OCC(=O)c3ccc(Cl)cc3Cl)CC2=O)cc1 (stereo unspecified)
  -52	4
- Cc1ccccc1NC(=O)CSc1nnnn1-c1ccc2c(c1)OCO2
  -76	8
- COc1ccc(-n2nnnc2SCC(=O)Nc2c(C)cccc2C)cc1OC
  6	13
- O=C(Nc1ccccc1Cl)N1CCC(c2nc3ccccc3s2)CC1
  -78	8

# Next section.
# Every second line gives: EP2 modulator	EP2 antag
- COc1cccc(CC(=O)NC(C)C2COc3ccccc3O2)c1 (stereo unspecified)
  -57	12
- O=C(CN1CC[C@@H](c2ccccc2)[C@H](O)C1)N1CCOCC1
  -24	7
- COc1ccc(CN(Cc2cc3ccc(OC)cc3[nH]c2=O)C(=O)c2cccs2)cc1
  -23	8
- CC(C)c1ccc(NC(=O)CSc2nc(O)c(C(C)C)c(=O)[nH]2)cc1
  -32	4
- COc1ccccc1NC(=O)C1=C(C)NC2=C(C(=O)CC(C)(C)C2)C1c1ccc(Cl)cc1Cl (stereo unspecified)
  10	11
- CCC1Oc2ccc(C)cc2N(CC(=O)N2c3ccccc3CC2C)C1=O (stereo unspecified)
  -85	14
- O=C(Nc1nccs1)c1cccc(-n2cnnn2)c1
  -20	5
- CCc1nc2ccccc2c(C(=O)Nc2cccc(C)c2)c1C
  -26	8
- COc1ccc2nc3sc(C(=O)O)c(N)c3cc2c1
  -25	14
- COc1cccc(C2=CC(c3cccs3)n3ncnc3N2)c1 (stereo unspecified)
  -87	22
- CCCOC(=O)c1cc(-c2ccc(/C=C3\SC(=S)NC3=O)o2)ccc1Cl
  -32	9
- COc1ccc2[nH]c(=O)c(CN(Cc3ccccc3)C(=S)NCCCN(C)C)cc2c1
  -7	11
- Cc1cc(C)cc(NC(=O)C(C)Oc2ccc3c(C)cc(=O)oc3c2)c1 (stereo unspecified)
  -23	13
- CCC(c1nnnn1C(C)(C)C)N(Cc1cc2cc(C)c(C)cc2[nH]c1=O)CC1CCCO1 (stereo unspecified)
  30	15
- CCC(CN1CCC(C)CC1)NC(=O)Cc1nn(CC)c(=O)c2ccccc12 (stereo unspecified)
  -3	4

# Additional entries.
# Every second line gives: EP2 modulator	EP2 antag
- CCC(=O)Nc1ccc(NC(=O)c2ccc3c(c2)OCCO3)cc1
  -65	9
- COCC(=O)N(Cc1cccs1)Cc1cc2cc(C)ccc2n2nnnc12
  8	10
- O=C(O)CCC(=O)c1ccc(Cl)cc1
  13	7
- Cc1ccc2c(c1)c1nnc(SCC(N)=O)nc1n2C
  -36	9

# An excerpt; the hit share may differ from the screen's.
